Bioassay records (PubChem)
HTR5A ag ctr – HTR5A agonists in luminescence cell assay, primary screen, counter-screen for OPRM1-OPRD1 heterodimer agonist project, full-deck HTS; 5-hydroxytryptamine receptor 5A (Homo sapiens), P47898; cell-based; activation, % at 9.3 µM; hit rate 0.61% among 340,000; in the data active = activation mostly above about 9.5%, no sharp cut-off; inactive = mostly below about 7.6%;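 note: 0% = cells with vehicle only and 100% = reference agonist; strong numbers were not always called active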
Target sequence (P47898 whole entry, looked up): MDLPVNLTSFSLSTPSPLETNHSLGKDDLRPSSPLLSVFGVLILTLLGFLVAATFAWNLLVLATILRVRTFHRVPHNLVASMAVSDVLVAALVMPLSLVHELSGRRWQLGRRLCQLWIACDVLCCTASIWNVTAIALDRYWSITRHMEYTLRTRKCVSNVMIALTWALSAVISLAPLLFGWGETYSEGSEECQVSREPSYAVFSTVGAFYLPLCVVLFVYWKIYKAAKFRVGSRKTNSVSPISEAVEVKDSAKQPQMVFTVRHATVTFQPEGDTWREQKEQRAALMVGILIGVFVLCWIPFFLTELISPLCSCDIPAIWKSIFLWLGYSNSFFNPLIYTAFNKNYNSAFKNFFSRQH
Keap1-Nrf2 PPI – Keap1-Nrf2 protein-protein interaction inhibitors, primary screen, biochemical, fluorescence polarization, single point. Kelch-like ECH-associated protein 1 (Homo sapiens), Q14145. Keap1 Kelch-Nrf2 peptide fluorescence polarization, 1536-well. inhibition, % at 9.4 µM. hit rate 0.15% among 340,000. AID 504523, 2011; in the data active = inhibition above about 12%;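 note: human Keap1 Kelch domain with fluorescein labeled Nrf2 9mer peptide probe; 0% = neutral control wells and 100% = peptide positive control; higher means more block of Keap1 binding to Nrf2 peptide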
Target sequence (Q14145 whole entry, looked up, the tested form may be a part): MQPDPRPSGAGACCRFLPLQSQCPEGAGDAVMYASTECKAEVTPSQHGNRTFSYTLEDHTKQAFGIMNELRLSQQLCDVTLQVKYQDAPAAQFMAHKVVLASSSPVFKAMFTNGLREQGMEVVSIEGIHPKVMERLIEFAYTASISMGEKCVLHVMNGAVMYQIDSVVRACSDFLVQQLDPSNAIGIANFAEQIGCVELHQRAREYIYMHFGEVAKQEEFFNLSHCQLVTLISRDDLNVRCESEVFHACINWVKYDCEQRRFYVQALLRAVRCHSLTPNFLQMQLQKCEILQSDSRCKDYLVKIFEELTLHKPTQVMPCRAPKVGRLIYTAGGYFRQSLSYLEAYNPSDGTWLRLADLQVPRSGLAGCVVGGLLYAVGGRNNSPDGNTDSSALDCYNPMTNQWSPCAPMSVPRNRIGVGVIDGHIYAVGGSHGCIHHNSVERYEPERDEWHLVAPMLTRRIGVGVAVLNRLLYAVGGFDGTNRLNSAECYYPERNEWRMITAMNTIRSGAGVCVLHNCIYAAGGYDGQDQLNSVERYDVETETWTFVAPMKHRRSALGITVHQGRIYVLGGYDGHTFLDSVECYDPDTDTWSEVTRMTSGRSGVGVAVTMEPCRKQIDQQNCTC
MOR-DOR inv ag – inverse agonists of MOR-DOR heterodimerization, primary screen, cell-based, luminescence; Mu-type opioid receptor (Homo sapiens) + Delta-type opioid receptor (Homo sapiens), …; cell-based MOR-DOR heterodimer luminescence, inverse agonism; inhibition, % at 9.3 µM; hit rate 0.21% among 340,000; AID 504357, 2011; in the data active = inhibition above about 22%, passing the limit was not always enough;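 note: 0% = cells with DMSO and 100% = wells without cells with DMSO; values of inactives mirror those of a sister screen read the other way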
cardiac RTF act – cardiac RTF calcium sensitivity activators, primary screen, biochemical, IANBD-TnC fluorescence, EC20 calcium; Troponin I, cardiac muscle (Homo sapiens) + Troponin T, cardiac muscle (Homo sapiens) + …; IANBD-labeled TnC RTF fluorescence at EC20 calcium; 0% EC20 calcium, 100% full calcium; activation, % at 7.2 µM; hit rate 0.24% among 340,000; AID 493008, 2010;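 active = activation above the mean over all tested compounds plus 3 SD, cut at about 30% in these data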;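 note: rise in fluorescence read as greater calcium sensitivity of cardiac thin filaments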
Cardiac RTF inh – cardiac RTF calcium sensitivity inhibitors, primary screen, biochemical, IANBD-TnC fluorescence, EC70 calcium; Troponin I, cardiac muscle (Homo sapiens) + Troponin T, cardiac muscle (Homo sapiens) + …; IANBD-labeled cardiac RTF, Ca2+ fluorescence; inhibition, % at 7.15 µM; hit rate 0.12% among 340,000;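 active = inhibition above the mean inhibition of all tested compounds plus 3 SD, cut at about 17% in these data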;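 note: assay run at fixed EC70 calcium of 1.6 mM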
CAL-PDZ inh HTS – untagged CAL PDZ binding inhibitors, primary screen, biochemical, fluorescence polarization, HTS. Golgi-associated PDZ and coiled-coil motif-containing protein (Homo sapiens), Q9HD26. purified CAL PDZ, TMR-peptide fluorescence polarization, 1 h. inhibition, % at 24.9 µM. hit rate 0.92% among 300,000. AID 602252, 2012;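 active = mean inhibition of at least 30% with at least half of replicates also reaching 30%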;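 note: 0% = DMSO neutral control and 100% = excess unlabeled competitor peptide PRC23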
V-ATPase pHluor – regulators of yeast V-ATPase proton pumping, primary screen, pHLuorin cytosolic pH fluorescence | S. cerevisiae | response, % at 10 µM | hit rate 0.37% among 350,000; in the data active = response mostly above about 7.3%, no sharp cut-off; inactive = mostly below about 5.4%; note: actives read high; inactives centre near 0; some compounds called inactive have numbers as strong as hits; reference of the scale not given here
HTR5A inv ctr – HTR5A inverse agonists in luminescence cell assay, primary screen, counter-screen for OPRM1-OPRD1 heterodimer inverse agonist project, full-deck HTS | 5-hydroxytryptamine receptor 5A (Homo sapiens), P47898 | HTR5A cell line, inverse agonism | inhibition, % at 9.3 µM | hit rate 0.083% among 340,000; in the data active = inhibition mostly above about 23%, no sharp cut-off; inactive = mostly below about 18%;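 note: 0% = cells with DMSO and 100% = no-cell wells with DMSO; some compounds called inactive have numbers as strong as hits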
OPRM1-OPRD1 ag – agonists of OPRM1-OPRD1 heterodimerization, primary screen, cell-based, luminescence | Mu-type opioid receptor (Homo sapiens) + Delta-type opioid receptor (Homo sapiens), … | cells | activation, % at 9.3 µM | hit rate 0.3% among 340,000; in the data active = activation above about 18%;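 note: 0% = vehicle-treated cells and 100% = reference agonist; values of inactives mirror those of a sister screen read the other way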
LANA DNA inh – inhibitors of KSHV C-LANA binding to DNA, primary screen, biochemical, fluorescence polarization, FAM-LBS DNA, MBP-C-LANA, single point; Kaposi's sarcoma herpesvirus LANA C-terminal domain (residues 932-1162) DNA binding; inhibition, % at 9 µM; hit rate 0.078% among 340,000;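 active = highest replicate inhibition at or above 60% at 9 µM, even if other replicates fall short; inactive = all replicates below 60% inhibition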;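 note: 0% = neutral control wells and 100% = 4 µM acridine orange control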
* = called active by the depositor; · = not tested or not shown.

SMILES	HTR5A ag ctr	Keap1-Nrf2 PPI	MOR-DOR inv ag	cardiac RTF act	Cardiac RTF inh	CAL-PDZ inh HTS	V-ATPase pHluor	HTR5A inv ctr	OPRM1-OPRD1 ag	LANA DNA inh
CC(=O)c1ccc(NC(=O)CCCC(=O)c2ccccc2)cc1	-2	-1	-1	11	-14	-2	1	7	0.1	1.5
CC(C)c1ccc(NC(=O)CN2C(=O)NC3(CCCC3)C2=O)cc1	2	3	17	0	-2	-2	4	-6	-3.2	-0.3
Cc1cc(/C=C(\C#N)C(=O)NC2CCCCCC2)c(C)n1C	-3	-4	-10	15	-8	-2	-8	-36	1.9	0.6
Cc1[nH]c(=O)[nH]c(=O)c1/C=N/NC(=O)CCNC(=O)OC(C)(C)C	7	4	-6	14	-10	2	-4	-34	1.2	-0.3
CCCCn1c(N)c(NCCC(C)C)c(=O)[nH]c1=O	-2	4	-10	-1	-6	-6	1	18	1.9	8.4
CCOc1cc(N2CCOCC2)c(OCC)cc1NC(=O)COC(=O)/C=C/c1ccc(OC(F)F)cc1	6	-6	3	-28	-6	-5	1	-14	-0.6	1.1
COc1ccccc1NC(=O)c1cc2ccccc2nc1C	-3	-1	13	7	-3	-1	1	7	-2.3	1.1
CCCc1cc(=O)n2[nH]c(NCc3c(Cl)cccc3Cl)nc2n1	2	1	13	-2	5	10	0	-7	-2.7	2.1
Cc1cccc(-n2cnc(C(=O)NC3CCCCCC3)c2)n1	4	-7	6	-4	0	-3	-3	3	-1.3	0.2
COc1ccc(-c2[nH]ncc2-c2cnn(-c3ccccc3)c2)c(O)c1	0	-2	0	2	-3	-3	1	-1	0.0	-2.8
COc1ccc(N(CC(=O)NC(C)C)S(=O)(=O)c2ccc(NC(C)=O)cc2)cc1	-2	-2	-11	8	1	-3	-2	4	1.8	-1.4
O=C(Nc1nc(-c2cccs2)cs1)c1ccc(Cl)s1	14*	-2	-26	1	3	-1	3	-41	5.1	0.3
CC(=O)/C(N=Nc1cccc(C(F)(F)F)c1)=C(\C)O	2	-2	-2	10	-4	-9	-1	-5	0.3	-1.3
CCc1ccc(NC(=O)CCc2nc3sc4c(c3c(=O)[nH]2)CCCC4)cc1	2	-9	1	-3	-15	-5	4	-33	-0.2	-0.1
CCOc1cc(C2CC(=O)NC3=C2C(=O)C(C(=O)OC)C(C)C3)cc(Cl)c1O (configuration not stated)	1	-3	11	2	-2	-3	3	-2	-2.8	-1.8
Cn1c(NC(=O)Cc2ccc(F)cc2)cc(=O)n(C)c1=O	-1	-5	11	2	-3	·	-1	3	-1.9	0.0
COc1ccc(C(C)(C)C)cc1NC(=O)C1CCCO1 (configuration not stated)	-1	-2	4	1	-8	3	0	-8	-1.2	-1.0
Cc1ccc(CNC(=O)Cn2c(=O)oc3ccccc32)o1	-2	-3	-1	1	1	-2	-9	4	0.2	-2.2
CCc1ccc2oc(=O)cc(CN(C)Cc3ccccc3)c2c1	8	-2	-9	-7	-1	-7	-1	-4	1.6	-0.7
Cc1ccc(NC(=O)C(C)SCc2nc3sc(C)c(C)c3c(=O)[nH]2)nc1 (configuration not stated)	-4	-4	9	1	-6	-2	-2	12	-1.3	3.6

Part of the list above, reformatted:
Molecule: COc1ccc(N(CC(=O)NC(C)C)S(=O)(=O)c2ccc(NC(C)=O)cc2)cc1
  HTR5A ag ctr: -2
  Keap1-Nrf2 PPI: -2
  MOR-DOR inv ag: -11
  cardiac RTF act: 8
  Cardiac RTF inh: 1
  CAL-PDZ inh HTS: -3
  V-ATPase pHluor: -2
  HTR5A inv ctr: 4
  OPRM1-OPRD1 ag: 1.8
  LANA DNA inh: -1.4
Molecule: O=C(Nc1nc(-c2cccs2)cs1)c1ccc(Cl)s1
  HTR5A ag ctr: 14*
  Keap1-Nrf2 PPI: -2
  MOR-DOR inv ag: -26
  cardiac RTF act: 1
  Cardiac RTF inh: 3
  CAL-PDZ inh HTS: -1
  V-ATPase pHluor: 3
  HTR5A inv ctr: -41
  OPRM1-OPRD1 ag: 5.1
  LANA DNA inh: 0.3
Molecule: CC(=O)/C(N=Nc1cccc(C(F)(F)F)c1)=C(\C)O
  HTR5A ag ctr: 2
  Keap1-Nrf2 PPI: -2
  MOR-DOR inv ag: -2
  cardiac RTF act: 10
  Cardiac RTF inh: -4
  CAL-PDZ inh HTS: -9
  V-ATPase pHluor: -1
  HTR5A inv ctr: -5
  OPRM1-OPRD1 ag: 0.3
  LANA DNA inh: -1.3
Molecule: CCc1ccc(NC(=O)CCc2nc3sc4c(c3c(=O)[nH]2)CCCC4)cc1
  HTR5A ag ctr: 2
  Keap1-Nrf2 PPI: -9
  MOR-DOR inv ag: 1
  cardiac RTF act: -3
  Cardiac RTF inh: -15
  CAL-PDZ inh HTS: -5
  V-ATPase pHluor: 4
  HTR5A inv ctr: -33
  OPRM1-OPRD1 ag: -0.2
  LANA DNA inh: -0.1

(next part)
SMILES	HTR5A ag ctr	Keap1-Nrf2 PPI	MOR-DOR inv ag	cardiac RTF act	Cardiac RTF inh	CAL-PDZ inh HTS	V-ATPase pHluor	HTR5A inv ctr	OPRM1-OPRD1 ag	LANA DNA inh
CCC(C(=O)NCc1ccc(F)cc1)N(CCc1ccccc1)C(=O)c1snc(C(N)=O)c1N (configuration not stated)	8	-5	1	-4	-7	-5	0	-24	-0.1	-1.1
O=C(N/N=C\c1ccc(Oc2ccccc2)cc1)c1csnn1	3	-1	-29	1	2	2	-1	3	5.5	-0.3
COc1ccc(OCCN2CCOCC2)cc1	-3	-1	19	5	-1	-2	-2	10	-3.9	-1.9
CCS(=O)(=O)N1CCC(C(=O)NCc2cccnc2)CC1	0	2	4	1	0	-5	1	-12	-0.7	-0.8
COC(=O)C(C)Sc1nc2c(cnn2-c2ccc(F)cc2)c(=O)[nH]1 (configuration not stated)	-3	3	4	-7	-8	-2	-3	12	-0.9	3.2
Cc1ccc(-c2noc(CNC(=O)c3ccc4c(c3)OCO4)n2)cc1	3	-5	0	-2	-8	1	-1	-21	-0.1	0.7
O=C(NCc1ccc(F)cc1)C(c1ccc(Cl)cc1)N(C(=O)c1csnn1)C1CC1 (configuration not stated)	-2	2	-6	2	2	-4	0	4	1.0	-2.2
Cc1cc(C(=O)COc2ncnc3sccc23)c(C)n1C1CC1	-3	3	-10	-4	-6	-3	2	8	1.6	0.7
O=C(NCCN1CCCCC1)Nc1ccccc1F	4	-4	11	-1	-1	-4	-4	-15	-2.1	-1.1
C=CCNC(=O)N1CCCC(N2CCN(c3ccccc3OC)CC2)C1 (configuration not stated)	1	2	17	-6	3	-1	-2	-5	-3.7	1.9
O=C(Nc1cccnc1Cl)c1cccc(S(=O)(=O)N2CCOCC2)c1	0	0	13	-7	5	-2	-2	9	-4.0	0.0
COc1ccc(NC(=O)CN(c2ccc(C)cc2)S(C)(=O)=O)c(OC)c1	2	0	8	4	5	0	-4	-4	-1.4	0.0
O=C1NC(c2cccnc2)C(C(=O)c2cccs2)C(O)(C(F)(F)F)N1 (configuration not stated)	-1	-1	10	8	10	0	1	2	-1.8	-1.5
Cc1nc2ccccc2c(=O)n1CCc1ccccc1	6	-1	2	-4	-7	-3	-1	-24	-0.5	-1.6
c1ccc(Nc2nc(N3CCCCC3)nc(N3CCCCC3)n2)cc1	-1	5	-2	-1	2	-1	-4	-8	0.3	-1.1
CC(C)(C)OC(=O)C[C@H]1C/C=C\C[C@@H](CC(=O)N[C@H](CO)Cc2ccccc2)C(=O)N2CCC[C@H]2COC1=O	-7	-7	9	-1	3	6	0	-21	-1.5	-0.8
Cc1ccc(/C=C/C(=O)N2CCN(c3cccc(C(F)(F)F)c3)CC2)cc1	-4	4	-34	-1	5	-5	-1	-2	5.0	-1.0
CCOC(=O)c1c(-c2ccccc2)oc2ccc(OCC(O)CN(C)C)cc12 (configuration not stated)	-2	-3	-32	6	-6	·	3	-4	5.0	-3.1
O=C1C=C(Nc2ccc(Cl)cc2)CC(c2ccc(Cl)cc2)C1 (configuration not stated)	-3	0	-25	6	-7	1	-3	6	4.1	1.9
O=C(CSc1nnc(-c2ccc3c(c2)OCO3)o1)Nc1c(F)cccc1F	-4	-1	1	2	-3	3	-4	10	-0.3	-1.1
O=C(Nc1ccccc1Cl)N1CCN(c2ncccn2)CC1	1	0	5	-7	5	-2	-1	-3	-0.9	-0.9
Cc1ccc([N+](=O)[O-])cc1NC(=O)Cc1ccc(F)cc1	3	-1	10	5	-5	1	0	-9	-2.0	0.2
COCC(=O)N(Cc1ccc(OC)cc1)Cc1nc2ccccc2c(=O)[nH]1	-2	-1	10	2	-29	-3	2	-16	-1.6	0.6
CC(=O)N1N=C(c2ccccc2)CC1c1cccc([N+](=O)[O-])c1 (configuration not stated)	-3	-8	23	8	-2	1	2	11	-4.7	-5.6
Nc1ncnc2c1ncn2[C@@H]1O[C@H](CNC(=O)[C@@H](N)COCc2ccccc2)[C@@H](O)[C@H]1O	-2	-8	17	-4	-3	-1	3	7	-3.5	-1.6
CCc1ccc(NC(=O)CN(c2ccc(OC)cc2)S(=O)(=O)c2c(C)[nH]c(=O)[nH]c2=O)cc1	-1	-1	12	-5	3	-5	-1	3	-2.4	-0.3
NCCCCCCNS(=O)(=O)c1cccc2c(Cl)cccc12	3	-1	-14	2	-8	-2	-3	-34	2.5	0.1
Cc1ccc(NC(=O)CSc2nnc(CN3CCOCC3)n2C)cc1C	-2	-3	1	3	-5	-2	1	4	-0.2	-0.1
CCN(CC)CC(O)COc1ccccc1C(=O)CCc1ccccc1 (configuration not stated)	5	-6	10	0	-5	-6	-2	7	-2.1	0.1
O=C(Nc1cccc(Cl)c1N1CCOCC1)c1cccnc1Cl	0	-1	13	3	-1	·	1	4	-2.6	9.0
c1ccc2c(-c3nnc(SCc4cn5ccccc5n4)o3)c[nH]c2c1	2	-3	5	5	-7	-5	-1	-16	-0.9	-0.6
Cc1cc(C)c2nc(SCc3ccc([N+](=O)[O-])cc3)nc(C)c2c1	-3	1	4	-4	1	-2	1	8	-0.8	-0.4
O=C(Nc1cccnc1)Nc1cccc([N+](=O)[O-])c1	3	-5	7	3	-2	-5	2	-10	-1.5	-3.9
O=C(CS(=O)(=O)c1cn(Cc2ccc(Cl)cc2)c2ccccc12)N1CCCCC1	-3	-8	2	4	-6	-2	-1	-8	-0.4	0.4
